# GPR35 antagonists: inhibition of zaprinast-stimulated GPR35 beta-arrestin translocation – imaging, U2OS, beta-arrestin-GFP, zaprinast agonist, primary screen (AID 2058); inhibition, % at 10 µM; hits with a dose series show IC50 in µM; U2OS GPR35 beta-arrestin-GFP translocation imaging, zaprinast antagonism; higher % means a stronger effect; 290,000 tested, 0.052% active;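 active means inhibition of at least 50% with at least 30 cells and total cytoplasm GFP at most 10,000,000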
# MgcRacGAP inhibition: MgcRacGAP GTPase-activating activity inhibitors, confirmation, biochemical, ADP Hunter fluorescence | MgcRacGAP-stimulated Rac1 GTP hydrolysis, ADP Hunter fluorescence; higher % means a stronger effect; GST-tagged Rac1 F28L mutant substrate | one-dose inhibition, % at 30 µM; IC50 in µM for titrated hits | 340,000 tested, 0.6% active | AID 624330;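 active means first-screen hits whose inhibition reached a set limit at any dose in the follow-up dose series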;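 further: fluorescence reports GDP produced by GAP-driven GTP hydrolysis; strong numbers were not always called active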
# LYP phosphatase: inhibitors of LYP phosphatase, biochemical, fluorescence intensity, uHTS (AID 1779). recombinant LYP phosphatase, fluorescence intensity; higher % means a stronger effect. 290,000 tested, 0.054% active. inhibition, % at 11.5 µM; hits with a dose series show IC50 in µM; in the data active means inhibition above about 50%;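 further: plate controls were vehicle with enzyme for no effect and no enzyme for full effect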
# Large T inhibition: TAg ATPase/helicase activity blockers – biochemical (AID 1903). SV40 large T antigen ATPase/helicase inhibition assay; higher % means a stronger effect. one-dose inhibition, % at 20 µM; IC50 in µM for titrated hits. 310,000 tested, 0.39% active; in the data active means a potency from the dose series; further: strong numbers were not always called active
# Hep lipid drop: modulators of hepatic lipid droplet formation. AML12 mouse hepatocytes, oleate lipid droplets, BODIPY imaging. inhibition, % at 6.5 µM. 240,000 tested, 0.4% active;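 active means lipid droplet intensity inhibited by at least 50%, with more than 500 cells counted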
#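 Technique: fluorescence imaging, 20x objective, two fields per well / Assay system: AML12 hepatocytes (mouse) / Measure: % inhibition of lipid droplet signal / Doses: 6.5 µM single-point dosing / Incubation: overnight exposure / Reagent: 100 µM oleic acid challenge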
# GPR55 antagonists: inhibition of LPI-stimulated GPR55 beta-arrestin translocation – imaging, U2OS, beta-arrestin-GFP, LPI agonist, primary screen (AID 2013) | inhibition, % at 10 µM, or IC50 in µM where a hit was titrated | U2OS GPR55 beta-arrestin-GFP translocation imaging, LPI antagonism; higher % means a stronger effect | 290,000 tested, 0.13% active;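 active means spots per cell inhibited over 60%, with over 100 cells counted and total cytoplasm intensity under 500,000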;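 further: U2OS cells stably carrying GPR55 and arrestin-GFP stimulated by 5 µM LPI near EC80; imaged beta-arrestin-GFP aggregate spots per cell after agonist stimulation; plate controls were LPI-stimulated DMSO wells for no effect and DMSO wells without LPI for full effect; some results filed as inactive read as strong as hits; confirmed hits need IC50 under 10 µM and bright autofluorescent wells are also inconclusive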
# T cell modulator: T cell immune modulators affecting CD8 T cell-vesicle binding; 2C CD8+ T cell-vesicle binding, flow cytometry; hits give low values; calls only at 7 µM; 330,000 tested, 0.068% active;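 active means response, share of CD8 T cells binding vesicles, and their 90th percentile fluorescence all below set limits, cut at about 80% in these data, passing the limit was not always enough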
#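 Assay system – 2C mouse CD8+ T cells · Also added – QL9-loaded Drosophila micro-vesicles · Timing – Cell–vesicle co-incubation 1.5 h at 37 °C, staining 20 min on ice · Signal – flow cytometry of vesicle-bound cells · Measure – percent CD8+ FL2 mean versus row control · Controls – Peptide-free naked vesicles (low) and QL9 vesicles with 0.7% DMSO vehicle (high)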
# NTR1 ag: agonists of NTR1, primary screen, imaging, U2OS cells, beta-arrestin-GFP, high content (AID 493036). P30989. NTR1-U2OS beta-arrestin-GFP spot imaging, agonist mode. activation, % at 20 µM. 330,000 tested, 0.17% active;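 active means activation at or above 40% of the spot to cytoplasm intensity ratio, with at least 20 cells analyzed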;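 further: 0% = DMSO without peptide and 100% = 100 nM NTR1 peptide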
# Target sequence (P30989 whole entry, looked up): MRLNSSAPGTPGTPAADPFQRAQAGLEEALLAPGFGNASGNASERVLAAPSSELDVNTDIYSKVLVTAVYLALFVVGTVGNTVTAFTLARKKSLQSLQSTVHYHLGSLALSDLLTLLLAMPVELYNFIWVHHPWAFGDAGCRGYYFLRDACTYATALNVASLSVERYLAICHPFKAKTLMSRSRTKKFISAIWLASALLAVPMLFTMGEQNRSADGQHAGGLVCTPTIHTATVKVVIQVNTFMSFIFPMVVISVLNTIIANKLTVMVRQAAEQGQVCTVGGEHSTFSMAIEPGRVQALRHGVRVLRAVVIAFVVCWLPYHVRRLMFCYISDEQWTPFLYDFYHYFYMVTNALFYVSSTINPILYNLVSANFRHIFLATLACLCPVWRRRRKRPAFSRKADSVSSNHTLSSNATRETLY
# GPR55 beta-arrestin: GPR55 agonists via beta-arrestin recruitment, primary screen, imaging, U2OS cells, beta-arrestin-GFP redistribution (AID 1961). one-dose activation, % at 10 µM; EC50 in µM for titrated hits. 290,000 tested, 0.048% active. U2OS GPR55 beta-arrestin-GFP redistribution imaging; higher % means a stronger effect;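 active means activation above 40% with more than 50 cells counted in the well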;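 further: U2OS osteosarcoma cells stably expressing GPR55 and beta-arrestin-GFP; plate controls were DMSO negative control for no effect and LPI positive control for full effect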
# Hep lipid drop cells 6.5 µM: second read-out of Hep lipid drop, no call of its own (marks repeat the call); cell count; measured here: cell count, cytotoxicity flag;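 cells counted across two imaged fields per well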
# T cell modulator vesicle-bound %: recorded beside T cell modulator, whose call it bears; double positive events, %; measured here: CD8+ vesicle-bound cell fraction;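 binding gate set so that unloaded-vesicle control wells show 10% double positive cells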
# NTR1 ag cell count 20 µM: recorded beside NTR1 ag, whose call it bears; cell count; measured here: cell count, cytotoxicity flag
# An asterisk follows results filed as active; i = inactive; · = not tested or not shown.
SMILES,GPR35 antagonists,MgcRacGAP inhibition,LYP phosphatase,Large T inhibition,Hep lipid drop,Hep lipid drop cells 6.5 µM,GPR55 antagonists,T cell modulator,T cell modulator vesicle-bound %,NTR1 ag,NTR1 ag cell count 20 µM,GPR55 beta-arrestin
O=C(Nc1ccc(Cl)c(Cl)c1)c1csc(-c2ccccc2)n1,-2.8%,6.2%,2.1%,11.6%,4.2,517,5.9%,i,28.9,7.3,76,0.1%
COc1ccc(CCNC(=O)CSc2nnc(C(C)N(C)C)n2Cc2ccccc2)cc1OC (centres undefined),-9.9%,6.6%,-1.5%,6.1%,-11.1,686,3.5%,i,56.0,0.8,51,0.0%
COc1ccc(C(N)=S)cc1,7.3%,7.2%,4.7%,13.6%,12.6,699,6.9%,i,64.9,4.8,66,0.1%
OCc1ccccc1OCCCN1CCC(Cc2ccccc2)CC1,2.1%,22.1%,-2.0%,9.0%,8.2,854,9.7%,i,59.5,-0.9,56,-0.1%
CCOC(=O)C1(Cc2ccccc2C)CCCN(C(=O)CCn2nccc2C)C1 (centres undefined),35.6%,3.4%,-3.2%,21.6%,0.9,745,1.9%,i,30.2,1.8,56,-0.1%
CCN(CC)S(=O)(=O)c1cc(NC(=O)C(=O)c2c(-c3ccccc3)cc3ccccn23)ccc1C,7.2%,1.4%,5.2%,15.1%,29.4,754,1.5%,i,27.0,2.5,61,-0.1%
COc1cccc(NC(=O)Cn2c(=O)n(CC3CCCO3)c(=O)c3ccccc32)c1 (centres undefined),0.3%,8.2%,-2.2%,11.0%,15.4,779,8.0%,i,7.4,-0.6,100,0.5%
CCOc1cc(-c2nnc(NC(=O)c3ccco3)o2)cc(OCC)c1OCC,·,2.5%,·,4.8%,·,·,·,i,61.5,-0.4,73,·
CC(=O)NS(=O)(=O)c1ccc(NC(=S)NC(=O)C2CCC2)cc1,1.3%,9.7%,-6.9%,·,-1.8,837,9.9%,·,·,-0.3,64,0.0%
C=C(Cl)COc1ccc2c(C)cc(=O)oc2c1,5.1%,4.4%,-2.0%,7.2%,-9.6,756,3.5%,i,39.5,-0.5,62,0.0%
CCc1ccc(-c2ccc(C(=O)C(F)(F)F)[nH]2)cc1,12.9%,4.2%,-10.3%,4.5%,·,·,-7.3%,i,26.9,-0.1,78,-0.1%
COc1ccc(CCNC(=O)CCNS(=O)(=O)c2cccc(Cl)c2)cc1OC,4.5%,7.0%,-3.8%,1.7%,17.0,676,2.9%,i,32.3,0.2,59,-0.2%
Cc1cc(-c2ccn[nH]2)c(C)s1,12.0%,10.8%,-5.3%,2.8%,0.6,683,6.6%,i,26.6,-0.3,47,0.8%
Nc1n[nH]c(N)c1N=Nc1cccc(F)c1,2.6%,26.6%,-2.8%,20.8%,-4.4,747,-7.0%,i,49.3,-1.0,59,0.0%
CCC(c1nnc(SCC(=O)Nc2c(F)cccc2F)n1Cc1ccccc1)N(C)C (centres undefined),5.1%,5.7%,-5.6%,10.9%,-2.4,734,-3.4%,i,67.7,0.8,52,0.3%
COC(=O)CCc1c(C)nc(N)[nH]c1=O,-2.6%,8.2%,-4.8%,14.5%,-11.0,739,7.4%,i,19.8,-0.5,39,0.0%
O=C(CSCc1ccc(Cl)cc1)Nc1ccc(S(=O)(=O)N2CCCCCC2)cc1,9.3%,3.4%,4.4%,5.0%,-6.7,729,1.1%,i,62.9,10.5,76,-0.1%
CC[n+]1c(C)n(-c2ccccc2)c2ccc(C(=O)OC)cc21,0.3%,7.6%,-6.1%,2.9%,-59.8,700,-0.5%,i,49.2,0.8,71,-0.1%
Cc1cc(NC(=O)COC(=O)[C@H](C)NC(=O)c2ccccc2)no1,8.9%,3.6%,-2.5%,-2.8%,·,·,2.3%,i,50.9,3.8,35,-0.1%
CCOC(=O)c1c(NC(=O)c2cc(C)on2)c2cc([N+](=O)[O-])ccc2n1C,1.4%,·,-0.1%,12.8%,24.5,704,7.2%,i,36.0,8.7,35,0.5%
CCOC(=O)CSc1nnc(CNC(=O)c2cccc(C)c2)n1-c1ccccc1OC,8.5%,4.5%,-4.4%,23.2%,·,·,7.3%,i,41.1,-0.3,72,-0.1%
COc1ccc2c(COC(=O)c3n[nH]c4ccccc34)cc(=O)oc2c1,-0.7%,0.3%,-5.1%,-0.1%,-4.1,768,-14.7%,i,18.6,7.4,45,-0.1%
CCCCN1C2CCCC1CC(NC(=O)c1cccc(Cl)c1)C2 (centres undefined),4.2%,-2.9%,-2.7%,12.8%,-4.0,818,-4.2%,i,13.5,-0.7,47,-0.1%
CN(NC(=O)c1ccco1)c1nc2ccccc2nc1C(F)(F)F,11.3%,1.4%,-3.0%,11.9%,3.0,670,10.1%,i,53.8,5.6,41,-0.2%
CSc1nsc(SCC(=O)Nc2ccccn2)n1,4.6%,6.5%,0.6%,2.8%,5.6,691,-5.2%,i,20.8,0.4,70,0.0%

# The closing 3 entries of the section before lead into the next:
SMILES,GPR35 antagonists,MgcRacGAP inhibition,LYP phosphatase,Large T inhibition,Hep lipid drop,Hep lipid drop cells 6.5 µM,GPR55 antagonists,T cell modulator,T cell modulator vesicle-bound %,NTR1 ag,NTR1 ag cell count 20 µM,GPR55 beta-arrestin
CCCCN1C2CCCC1CC(NC(=O)c1cccc(Cl)c1)C2 (centres undefined),4.2%,-2.9%,-2.7%,12.8%,-4.0,818,-4.2%,i,13.5,-0.7,47,-0.1%
CN(NC(=O)c1ccco1)c1nc2ccccc2nc1C(F)(F)F,11.3%,1.4%,-3.0%,11.9%,3.0,670,10.1%,i,53.8,5.6,41,-0.2%
CSc1nsc(SCC(=O)Nc2ccccn2)n1,4.6%,6.5%,0.6%,2.8%,5.6,691,-5.2%,i,20.8,0.4,70,0.0%
CCOC(=O)c1c(C)nc2c(c1-c1ccccc1)C(=O)CCC2,1.6%,9.4%,-6.1%,17.0%,·,·,-0.9%,i,55.7,2.6,56,0.0%
COc1cc2c(cc1OC)C(c1ccc(Br)cc1)N(C(=O)c1ccccc1C(=O)O)CC2 (centres undefined),1.8%,6.7%,-7.9%,9.2%,3.5,791,-2.4%,i,50.2,-0.2,63,-0.2%
CCOC(=O)CSc1nnc(Cn2c(=O)sc3ccccc32)n1C,-13.2%,-5.9%,-5.5%,0.7%,21.7,644,-2.0%,i,23.6,-0.5,79,1.8%
COc1ccc(C(CC(=O)O)NC(=O)COc2ccc(C)cc2)cc1OC (centres undefined),0.6%,6.4%,-1.6%,3.3%,-3.4,743,2.3%,i,46.7,-0.3,44,-0.1%
O=C(c1ccc2c(c1)OCO2)N1CCCc2ccccc21,25.9%,11.1%,-8.4%,1.9%,·,·,-9.7%,i,42.5,-0.8,42,-0.2%
Cc1cccc(CSc2nc3sc(C)c(C)c3c(=O)n2Cc2ccco2)c1,-6.8%,9.5%,0.7%,-1.4%,1.0,796,-3.9%,i,44.5,6.7,74,-0.1%
CN(C)S(=O)(=O)c1ccc(NC(=O)N2CCN(c3ccccc3)CC2)cc1,-7.6%,9.0%,-7.5%,2.0%,·,·,-11.2%,i,10.6,0.3,91,0.5%
Cc1nnc(SCC(=O)Nc2cccc(S(N)(=O)=O)c2)n1-c1ccccc1,-0.6%,9.8%,-8.1%,6.6%,-8.1,789,6.0%,i,30.0,-1.0,50,-0.1%
Cc1ccc(S(=O)(=O)N2CCN(C(=O)CCC(=O)NC3CCCc4ccccc43)CC2)cc1 (centres undefined),-9.8%,11.8%,-6.2%,12.2%,·,·,3.6%,i,58.6,-2.8,68,-0.1%
C=CCn1c(N2C(=O)CC(Cc3ccccc3)C2=O)nc2ccccc21 (centres undefined),29.2%,-5.2%,-4.2%,0.8%,7.1,616,5.1%,i,26.6,-3.7,97,0.2%
Cc1cc(C)n2nc(C(=O)N/N=C/c3cccc(Cl)c3)nc2n1,2.1%,-10.4%,-0.9%,-3.4%,-15.2,765,0.6%,i,14.5,1.9,51,0.0%
CC(C)N1CCN(Cc2ccc(Oc3ncccn3)cc2)CC1CCO (centres undefined),11.8%,13.9%,-2.7%,3.1%,1.4,660,16.0%,i,6.7,1.2,65,-0.1%
CCC(=O)N1CCc2cc(S(=O)(=O)CCC(=O)N3CCN(c4ccc(C(C)=O)cc4)CC3)ccc21,-11.7%,2.6%,-1.8%,11.7%,13.2,755,13.0%,i,17.9,-0.5,55,0.2%
CN1CCN(c2ccc(NC(=O)COc3ccccc3)cc2Cl)CC1,-2.0%,-6.2%,-10.4%,·,-1.8,863,-8.7%,·,·,-0.9,67,0.3%
O=C(c1cnn2c(C(F)(F)F)cc(-c3ccco3)nc12)N1CCc2ccccc2C1,14.9%,10.8%,1.8%,18.3%,-1.6,694,22.1%,i,34.4,2.4,49,-0.1%
COc1ccc(OC)c(NC(=O)CSc2nnc(-c3ccco3)n2-c2ccccc2)c1,-9.2%,5.7%,-6.3%,6.3%,-13.8,761,4.2%,i,66.9,0.0,36,-0.2%
Cc1nc2sc(C(c3ccccc3)N3CC(C)OC(C)C3)c(O)n2n1 (centres undefined),2.0%,8.5%,-4.6%,-0.2%,·,·,11.3%,i,6.6,-3.8,98,0.0%
O=[N+]([O-])c1cc2c(cc1/C=N\NS(=O)(=O)c1ccccc1)OCO2,2.4%,4.9%,1.0%,24.0%,23.3,676,7.5%,i,32.0,-0.8,38,-0.2%
Cc1ccc(-c2csc3ncn(/N=C/N(C)C)c(=O)c23)o1,-7.3%,4.1%,-4.2%,11.0%,9.2,775,-1.4%,i,14.7,1.7,37,-0.2%
Cc1cc(=S)n(-c2ccccc2)n1C,3.6%,11.1%,-0.9%,2.8%,-3.3,719,8.8%,i,37.2,-0.7,63,-0.1%
O=C(CNC(=O)c1cnccn1)Nc1ccc(F)c(F)c1F,5.6%,0.5%,-6.9%,12.7%,·,·,-5.1%,i,15.5,5.3,73,-0.6%
O=C(Cn1c(=O)c2sccc2n(Cc2ccc([N+](=O)[O-])cc2)c1=O)NCCc1ccccc1,-8.3%,5.4%,-1.3%,4.6%,0.5,638,11.6%,i,31.8,1.9,75,0.5%
